# TDP1 inh: inhibitors of human tyrosyl-DNA phosphodiesterase TDP1; Q9NUW8; hit rate 0.28% among 350,000; AID 485290; Potency, µM (highest dose often 130 µM), for the others: at the highest dose activity change, negative = inhibition, most hits filed as inhibitors; recombinant TDP1, AlphaScreen DNA substrate cleavage; note: nearly all actives have a fitted effect of over 40% in size
#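 Enzyme-compound mixtures sat 15 min at room temperature, followed by a 5 min reaction with 15 nM final substrate and 10 min with AlphaScreen beads. Recombinant human Tdp1 was used at 1 nM final.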
# DT40 TDP1 no CPT: qHTS for Inhibitors of human tyrosyl-DNA phosphodiesterase 1 (TDP1): qHTS in cells in absence of CPT; DT40 Tdp1-/- hTDP1 cells, no CPT, ATP luminescence, 48 h; Potency, µM (series often up to 46.2 µM), for the others: at the highest dose activity change, negative = growth inhibition, usual class: inhibitors; hit rate 15% among 420,000; AID 686978, 2013; note: nearly all actives have a fitted effect of over 55% in size
#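 Stably hTDP1-transfected Tdp1-null chicken DT40 cells were treated with library compounds minus camptothecin and grown for at least 48 hr at 37 °C, after which cellular ATP was quantified by luminescence.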
# GCN5L2 inh: GCN5L2 (KAT2A) acetyltransferase inhibition | hit rate 0.21% among 390,000 | GCN5L2 HAT assay, ThioGlo1 CoA-SH fluorescence | AID 504327 | Potency, µM (titrated, usually from 58.9 µM), without a hit: top-dose activity change, negative = inhibition, usual class: inhibitors | Q92830
# Target sequence (Q92830 whole entry, looked up): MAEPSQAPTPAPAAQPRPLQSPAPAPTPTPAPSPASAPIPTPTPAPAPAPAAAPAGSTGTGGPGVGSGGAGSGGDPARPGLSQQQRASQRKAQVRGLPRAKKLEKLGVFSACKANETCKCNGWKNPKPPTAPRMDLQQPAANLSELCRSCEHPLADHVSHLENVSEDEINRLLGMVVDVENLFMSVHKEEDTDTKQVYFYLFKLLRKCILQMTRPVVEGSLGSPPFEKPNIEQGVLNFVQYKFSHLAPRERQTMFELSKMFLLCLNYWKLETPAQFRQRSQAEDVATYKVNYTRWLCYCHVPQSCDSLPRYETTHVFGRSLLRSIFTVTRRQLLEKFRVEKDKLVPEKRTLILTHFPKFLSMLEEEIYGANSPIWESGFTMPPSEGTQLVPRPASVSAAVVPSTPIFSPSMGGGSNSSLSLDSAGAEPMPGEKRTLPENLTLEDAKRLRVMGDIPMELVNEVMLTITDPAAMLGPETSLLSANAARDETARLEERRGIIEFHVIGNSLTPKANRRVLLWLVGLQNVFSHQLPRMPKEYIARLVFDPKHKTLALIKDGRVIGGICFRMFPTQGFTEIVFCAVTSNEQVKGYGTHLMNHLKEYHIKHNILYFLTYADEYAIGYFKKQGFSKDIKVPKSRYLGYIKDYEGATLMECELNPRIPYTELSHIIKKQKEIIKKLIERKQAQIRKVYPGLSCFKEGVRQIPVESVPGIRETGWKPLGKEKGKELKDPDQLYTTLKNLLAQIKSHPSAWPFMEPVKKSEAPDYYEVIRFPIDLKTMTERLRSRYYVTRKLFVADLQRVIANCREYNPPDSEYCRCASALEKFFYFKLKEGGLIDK
#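 Free CoA generated was detected with ThioGlo1 (50uM) fluorescence at Ex340nm/Em540nm, read immediately and after 20 min at room temperature. Enzyme, 20 nM in HEPES pH 7.5 buffer, saw compounds 15 min before adding 75uM H3(1-25) peptide and 70uM acetyl-CoA.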
# * = called active by the depositor; ? = inconclusive; / = not tested or not shown; & = joins results of further samples; [ ] = dose if it differs, or a comment. Calls come from the whole dose curve; as a rule, active = well fitted curve in the direction sought with a large enough effect; inconclusive = small, poorly fitted or top-dose-only effect, or another doubt; inactive = no such curve, though single readings can be large; an effect the other way counts as inactive or inconclusive. % is set by controls: 0 for no effect and ±100 for the full control effect; potency is the fitted concentration of half-maximal effect. A portion of the library, so the mix of outcomes need not match the whole.
SMILES,TDP1 inh,DT40 TDP1 no CPT,GCN5L2 inh
CC(C)(C)NC(=O)Cn1nnc(-c2ccc(Cl)cc2)n1,4.0%,-9.4%,-0.4%
O=C(CSc1nc2c([nH]c3ccccc32)c(=O)n1-c1ccc(F)cc1)N1CCc2ccccc21,4.4%,?,1.7%
Cc1cccc(NC(=O)c2cc3c(C)nn(-c4ccccc4)c3s2)c1,0.0%,?,-6.5%
Cc1ccc(CNC(=O)CCS(=O)(=O)c2cccc3nonc23)cc1,4.3%,-8.1%,0.7%
CCN(CCCNC(=O)CCNC(=O)Cn1cnc2ccccc2c1=O)c1ccccc1,3.1%,1.9%,-4.5%
Cc1ccc(C2C(C(=O)c3cccs3)=C(O)C(=O)N2c2cccc(C)n2)cc1 (centres undefined),4.2%,0.5%,-6.4%
COc1cccc2[nH]c3c(Cl)ncnc3c12,0.0%,?,-19.0%
O=C(Nc1cccc(-c2nc3ccccc3[nH]2)c1)c1ccccc1F,4.0%[12.3 µM],?,-1.2%
NC(=O)Cc1ncc(C(F)(F)F)cc1Cl,/,16.7%,0.8%
CC(C)(C)C(=O)Nc1ccc(S(=O)(=O)Nc2ccccn2)cc1,5.1%,?,-6.1%
Fc1ccc(NCc2nnc3n2CCCCC3)cc1Cl,2.7%,0.0%,-25.7%
Cc1cccc(/N=C/c2c(C)[nH]n(-c3ccccc3)c2=O)n1,/,9.9%,-0.7%
Cc1cccc(NC(=S)NC(=O)c2cccs2)n1,1.0%,-13.0%,-17.0%
Cc1cccnc1NC(=O)c1ccc2c(c1)OCO2,-1.5%,-0.8%,-9.2%
CC(C)NC(=O)C1CCC(Cn2c(=O)c3sccc3n(CC(=O)NCc3ccccc3)c2=O)CC1 (centres undefined),8.4%,10.0%,3.4%

# By substructure: the compounds so far containing sulfur (7)
SMILES,TDP1 inh,DT40 TDP1 no CPT,GCN5L2 inh
O=C(CSc1nc2c([nH]c3ccccc32)c(=O)n1-c1ccc(F)cc1)N1CCc2ccccc21,4.4%,?,1.7%
Cc1cccc(NC(=O)c2cc3c(C)nn(-c4ccccc4)c3s2)c1,0.0%,?,-6.5%
Cc1ccc(CNC(=O)CCS(=O)(=O)c2cccc3nonc23)cc1,4.3%,-8.1%,0.7%
Cc1ccc(C2C(C(=O)c3cccs3)=C(O)C(=O)N2c2cccc(C)n2)cc1 (centres undefined),4.2%,0.5%,-6.4%
CC(C)(C)C(=O)Nc1ccc(S(=O)(=O)Nc2ccccn2)cc1,5.1%,?,-6.1%
Cc1cccc(NC(=S)NC(=O)c2cccs2)n1,1.0%,-13.0%,-17.0%
CC(C)NC(=O)C1CCC(Cn2c(=O)c3sccc3n(CC(=O)NCc3ccccc3)c2=O)CC1 (centres undefined),8.4%,10.0%,3.4%

# Further compounds follow.
SMILES,TDP1 inh,DT40 TDP1 no CPT,GCN5L2 inh
CCOC(=O)N1CCc2c(sc3c2C(=O)NC(c2cc(OC)c(OC)c(OC)c2)N3)C1 (centres undefined),3.2%,5.17µM*,-7.5%
O=c1cc(CN2CCN(c3cccc(Cl)c3)CC2)c2cc3c(cc2o1)CCCC3,-7.0%,?,2.0%
Cc1ccc(S(=O)(=O)N(C)c2ccc(C(=O)N3CCCCC3)cc2)cc1,4.6%,?,-1.2%
Cc1csc2c(N3CCN(C(=O)Nc4ccc(Cl)c(Cl)c4)CC3)ncnc12,2.6%,20.6µM*,?
CCN=C1SC(CC(=O)NCc2ccccc2)C(=O)N1CC (centres undefined),3.6%,22.1%,-3.5%
Cc1ccc([N+](=O)[O-])cc1NC(=O)C(C)NS(=O)(=O)c1ccc(F)cc1 (centres undefined),/,-15.7%,-10.8%
CCOC(=O)C1=C(N)Oc2ccc(Br)cc2[C@@H]1[C@@H](C#N)C(=O)OCC,1.9%[56.1 µM],0.0%,?
COc1ccccc1NC(=O)CS(=O)(=O)c1cccc2nsnc12,3.9%,?,-6.1%
O=C(NCC1COc2ccccc2O1)C1CCN(S(=O)(=O)c2cccc3nsnc23)CC1 (centres undefined),4.0%,?,-7.3%
COC1CCCCC1Nc1cc(C)ccc1C (centres undefined),-3.1%,-15.7%,-11.2%
COC(C(=O)NC1CC1)c1ccccc1 (centres undefined),-1.3%,3.7%,1.4%
O=C(CSc1ncnc2nc[nH]c12)N1CCN(c2ccccc2)CC1,0.0%,-1.3%,-0.6%
O=C(Nc1ccc(-n2ccc(C(F)(F)F)n2)cc1)c1cccs1,0.2%,-9.3%,-2.2%
O=C(CCCN1C(=O)c2ccccc2C1=O)N1CCCCC1,0.0%,-20.2%,0.4%
CCCc1[nH]nc2c1C(c1cc(OC)cc(OC)c1)C(C#N)=C(N)O2 (centres undefined),7.0%,-12.8%,-5.2%

# A draw from above in order of molar mass, smallest number first:
SMILES,TDP1 inh,DT40 TDP1 no CPT,GCN5L2 inh
O=C(CCCN1C(=O)c2ccccc2C1=O)N1CCCCC1,0.0%,-20.2%,0.4%
CC(C)(C)C(=O)Nc1ccc(S(=O)(=O)Nc2ccccn2)cc1,5.1%,?,-6.1%
O=C(NCC1COc2ccccc2O1)C1CCN(S(=O)(=O)c2cccc3nsnc23)CC1 (centres undefined),4.0%,?,-7.3%

# (list continues)
SMILES,TDP1 inh,DT40 TDP1 no CPT,GCN5L2 inh
CC(=O)C[C@H](O)CC(=O)[C@H]1OC(=O)CCCCCCc2ccccc21,1.1%,-10.9%,0.3%
O=C(c1ccc(C(F)(F)F)cc1)C1CCCN(C(=O)Cn2cncn2)C1 (centres undefined),5.5%[56.1 µM],-21.4%,11.4%
O=C(Cc1ccccc1[N+](=O)[O-])Nc1ccc(S(=O)(=O)N2CCCC2)cc1,5.1%,/,-11.9%
Cc1c(=O)n(OCc2ccccn2)c2ccccc2[n+]1[O-],-4.5%,-6.1%,-5.7%
CC(C)NCC(O)c1ccc(NS(C)(=O)=O)cc1 (centres undefined),6.2%,?,-5.7%&44.4%&-1.1%
CCC(=O)O[C@@]1(C(=O)CCl)C(C)CC2C3CCC4=CC(=O)C=C[C@@]4(C)[C@]3(F)C(O)C[C@]21C (some centres undefined),4.3%,/,2.9%
COc1ccc(C(C(=O)NCC2CCCO2)N(C(=O)Cn2nnc3ccccc32)c2ccc(NC(C)=O)cc2)c(OC)c1 (centres undefined),/,-7.6%,-0.9%
Cc1cccc(CNc2ncc(-c3cccc([N+](=O)[O-])c3)n2C)c1,0.0%,16.4µM*,-11.4%
CC(C)CCN1CCN(CC#Cc2ccccc2)CC1CCO (centres undefined),6.0%,?,-2.2%
CCCc1nc2sc3ccccc3c(=O)c2c(=O)n1CCOC,-1.0%,/,-1.1%
Clc1ccc(CN2CC[C@H]3C=CCc4cccc(c43)C2)cc1,4.6%,20.6µM*,-2.5%
Cc1ccc(CSCCNC(=O)c2ccc(Cl)c(S(=O)(=O)N3CCOCC3)c2)cc1,3.3%,18.4µM*,-4.8%
O=C(Nc1ccccc1N1CCCC1)c1ccccc1Cl,5.9%,?,-13.2%
Cc1cc(NC(=O)CCC(=O)N(CC(=O)NCC2CCCO2)c2ccc(C)c(C)c2)no1 (centres undefined),0.8%,-3.3%,-6.9%
O=C(CC1SC(N2CCCCC2)=NC1=O)Nc1cccc(C(=O)O)c1 (centres undefined),0.0%,8.1%,28.1%
CCOC(=O)c1c(C)sc(-c2c(-c3cccc(Cl)c3)[nH]c3c2c(=O)n(C)c(=O)n3C)c1O,-3.6%,?,-24.5%
O=[N+]([O-])c1ccc2nc(NS(=O)(=O)c3ccc(Cl)cc3)sc2c1,1.5%,-9.0%,-5.7%
COc1ccc(C2/C=C\CN(S(=O)(=O)/C=C/c3ccccc3)[C@H](Cc3ccccc3)C(=O)N2Cc2ccc(F)cc2)cc1 (some centres undefined),4.7%,?,-7.8%
COc1ccc(S(=O)(=O)N(C)C)cc1NS(=O)(=O)c1ccc(F)c(F)c1F,-7.1%,?,-3.4%
Cc1ccc(NC(=O)C[n+]2cc(-c3ccc(C)cc3)n3c2CCC3)cc1,2.6%,5.17µM*,2.1%
CCC1(CC)NC(=O)N(CC(=O)Nc2ccc(S(=O)(=O)N3CCOCC3)cc2)C1=O,-1.2%,-16.2%,-9.3%
NC(=O)c1c(NC(=O)COC(=O)c2ccc(S(=O)(=O)Nc3ccccc3)cc2)sc2c1CCCC2,2.7%,-26.2%,-0.6%
Cc1ccc(N2NC3(CCN(C(N)=O)CC3)NC2=O)cc1,5.5%,-9.9%,-2.7%
COc1ccc(CCC(=O)NCCc2csc(-c3ccc(C(F)(F)F)cc3)n2)cc1,-1.1%,/,-5.0%
COc1cccc(C(=O)NC(=S)Nc2ccccc2N2CCCC2)c1,10.8%,?,-17.2%
CCOC(=O)C(O)(C1C(=O)CC(C)(C)CC1=O)C(F)(F)F (centres undefined),1.0%,-23.5%,-3.4%
O=C(Cn1nnc(-c2ccc(Cl)cc2)n1)NC1CC2CCC1C2 (centres undefined),5.2%,?,-4.6%
Nc1cccc(CCc2nc3cc4ccccc4cc3[nH]2)c1,2.6%,4.11µM*,-3.9%
CCC(CC)NC(=O)c1cc(OC)c(OC)c(OC)c1,3.1%,6.2%,-1.5%
COc1ccc(CNc2nc(Cl)c(C#N)s2)cc1,/,?,24.8%
COc1ccc(CCNc2nc(-c3cccnc3)cs2)cc1OC,5.3%,?,-23.1%
Cc1nn(-c2ccc(F)cc2)c(-n2cccc2)c1C(=O)N1CCN(c2ccc(F)cc2)CC1,2.8%,/,1.7%
CC(C)(C)c1ccc(CN2C3=NCCCN3c3ccccc32)cc1,0.0%,7.31µM*,0.8%
CCc1ccc(Nc2n[n+](-c3ccccc3)c(-c3ccc(N(CC)CC)cc3)s2)cc1,/,9.2µM*,-2.0%
CC(Cc1ccccc1)NC(=O)C1(c2ccccc2)CCOCC1 (centres undefined),11.6%,?,-6.9%
CC(=O)Nc1ccc(Nc2cc(C)nc3c(-c4ccc(Cl)cc4)c(C)nn23)cc1,-2.7%,?,0.6%
Cc1cc(OCCOc2cccc3cccnc23)cc(C)c1Cl,7.8%,18.4µM*,-7.4%
COc1cccc(-c2ccc(NC(=O)C3CCCN(Cc4ccc(CO)o4)C3)cc2)c1 (centres undefined),2.2%,16.4µM*,-22.9%
CCCCN(C(=O)C1CCC1)c1c(N)n(CCC)c(=O)[nH]c1=O,-8.3%[0.505 µM],-2.5%,5.7%
O=C(CN(C(=O)CCC(=O)Nc1nccs1)c1cccc(F)c1)NCc1ccccc1,2.0%,?,-8.7%
Cc1nonc1NC(=O)CSc1nnc(-c2ccoc2C)n1-c1cccc(Cl)c1,0.0%,?,-2.1%
COc1ccc2[nH]c(C(=O)N3CCC(CO)(Cc4cccc(C(F)(F)F)c4)CC3)c(C)c2c1,/,20.6µM*,-3.1%
CN(C)C(=O)c1cc(C(=O)c2ccc(C(F)(F)F)cc2)c[nH]1,/,?,-1.1%
O=C(Nc1cccc(C(F)(F)F)c1)Nc1cc(Cl)ccc1C(=O)O,8.9%,/,22.4µM*
CN1CCN(c2ncc3nc(-c4ccccc4)c(=O)n(C4CC4)c3n2)CC1,/,?,-6.6%
CCOC(=O)COn1c(=O)c(=O)n(OC)c2ccccc21,9.9%,-11.8%,-4.3%
CCc1cc2c(-c3ccccc3)cc(=O)oc2c(CN2CCOCC2)c1O,-1.0%,?,-5.0%
CC1(c2ccc(OC(F)F)cc2)NC(=O)N(CC(=O)NC2CCCC2)C1=O (centres undefined),-0.2%,12.7%,-15.0%
C=CCN1C(c2ccccc2)=CS/C1=C(\C#N)c1nnc2n1CCCCC2,8.2%,?,-4.6%
O=C(CSCc1ccco1)Nc1cc(C(F)(F)F)ccc1N1CCOCC1,4.0%,?,-14.1%
CCCN(CCC)C(=O)CSc1nc2n[nH]c(C)c2c(=N)n1-c1ccc(OCC)cc1,1.0%,?,-9.2%
CCOC(=O)N1CCN(c2cc(N3CCN(CC)CC3)c(F)cc2[N+](=O)[O-])CC1C (centres undefined),2.0%,?,19.2%
COc1cc(C2C(=O)N(C3CCCCC3)CC(=O)N2C2CCCC2)ccc1OC(C)C (centres undefined),7.8%,-11.4%,9.9%
Cn1c(=O)[nH]c(=O)c2c1nc(N1CCOCC1)n2Cc1ccccc1,-2.2%[12.3 µM],-27.3%,-7.8%
Cc1cc(Cl)c(S(=O)(=O)NCc2ccncc2)cc1OCC(N)=O,6.5%,-18.9%,-10.5%
CC1CCCCC12NC(=O)N(CC(=O)N1CCN(S(=O)(=O)/C=C/c3ccccc3)CC1)C2=O (centres undefined),-0.2%,6.4%,-11.3%
O=C(COC(=O)Cn1cnc2ccccc2c1=O)Nc1ccc(Cl)c(C(F)(F)F)c1,3.4%,10.4%,0.4%
CCC(CC)C(=O)Nc1ccc(C(=O)OCc2cc(=O)n3nc(C4CC4)sc3n2)cc1,1.2%,?,-4.4%
